TNAP act DEA: human TNAP enzyme activators, primary screen, biochemical, luminescent, intermediate phosphate acceptor level; purified TNAP, CDP-star luminescence, 100 mM DEA, 30 min; hits give high values; scale: 0 levamisole-inhibited, 1 vehicle-only enzyme; 64,000 tested, under 10 active; AID 813, 2007; activation factor at 20 µM; Alkaline phosphatase, tissue-nonspecific isozyme (Homo sapiens), P05186;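 active = activation factor of at least 2 at 20 µM, relative to controls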
Target sequence (P05186 whole entry, looked up): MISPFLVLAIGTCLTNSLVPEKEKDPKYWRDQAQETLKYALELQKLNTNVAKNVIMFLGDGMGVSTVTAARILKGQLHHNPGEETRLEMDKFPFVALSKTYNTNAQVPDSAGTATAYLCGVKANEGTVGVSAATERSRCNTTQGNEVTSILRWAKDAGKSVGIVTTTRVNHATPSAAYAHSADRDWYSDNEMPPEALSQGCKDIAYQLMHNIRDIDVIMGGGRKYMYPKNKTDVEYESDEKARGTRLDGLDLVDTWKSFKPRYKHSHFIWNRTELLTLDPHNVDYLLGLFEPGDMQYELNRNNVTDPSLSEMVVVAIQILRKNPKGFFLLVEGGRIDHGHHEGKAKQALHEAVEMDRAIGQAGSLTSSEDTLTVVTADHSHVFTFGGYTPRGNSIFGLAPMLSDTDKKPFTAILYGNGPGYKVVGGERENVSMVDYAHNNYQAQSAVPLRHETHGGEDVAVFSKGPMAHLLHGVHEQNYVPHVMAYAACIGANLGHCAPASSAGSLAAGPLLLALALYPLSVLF
tolC growth inh: growth inhibitors of E. coli tolC mutant, primary screen, strain BW25113 ΔtolC::kan, 384-well; OD615; growth inhibition, % at 10 µM (by protocol); hit rate 2.2% among 65,000;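 active = growth inhibition at or above a cutoff equal to the mean over every tested compound plus 3 SD, cut at about 60% in these data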;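 also: growth measured after 20 h incubation at 37 °C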
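System: E. coli ΔtolC::kan strain BW25113; Buffer or medium: LB broth supplemented with 50 µg/mL kanamycin; Compound: 10 µM final, single dose; Incubation: bacterial growth with compound for 20 h at 37 °C; Signal: A615 absorbance measurement; Evaluation: growth inhibition in percent.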
SF-1 act: activators of human SF-1, primary screen, cell-based, CHO-K1, Gal4-SF-1 LBD, luciferase luminescence; hit rate 1.9% among 65,000; AID 522, 2006; activation, % at 10 µM; CHO-K1 Gal4-SF-1 LBD luciferase reporter; % increase over DMSO SF-1-specific signal; Steroidogenic factor 1 (Homo sapiens), Q13285;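 active = activation above the mean activation of all tested compounds plus 3 SD, cut at about 50% in these data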
Target sequence (Q13285 whole entry, looked up, the tested form may be a part): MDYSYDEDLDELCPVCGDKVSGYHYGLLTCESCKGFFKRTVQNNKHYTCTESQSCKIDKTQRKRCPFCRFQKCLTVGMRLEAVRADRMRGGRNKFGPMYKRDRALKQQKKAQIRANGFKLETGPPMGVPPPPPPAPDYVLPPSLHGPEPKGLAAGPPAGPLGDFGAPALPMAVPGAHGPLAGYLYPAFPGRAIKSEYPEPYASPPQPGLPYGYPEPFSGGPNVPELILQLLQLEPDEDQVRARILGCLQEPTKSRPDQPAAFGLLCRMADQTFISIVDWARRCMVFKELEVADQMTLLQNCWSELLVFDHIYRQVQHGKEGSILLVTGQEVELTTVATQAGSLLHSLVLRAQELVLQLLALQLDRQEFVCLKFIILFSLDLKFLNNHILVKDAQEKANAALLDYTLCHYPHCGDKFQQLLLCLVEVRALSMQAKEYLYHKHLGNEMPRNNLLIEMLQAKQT
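Material: Transient Gal4-SF-1 LBD reporter, CHO-K1 | Input: 4,000 cells/well | Dosing: One dose, 10 µM compound, 1% DMSO | Incubation: 20 h compound treatment, 37 °C | Detection: SteadyLite luciferase luminescence | Evaluation: Percent activation relative to DMSO median and mock-transfected background | Benchmarks: DMSO-treated SF-1-transfected cells as negative, DMSO-treated mock-transfected cells lacking SF-1 as background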
D1 allo mod: D1 CRE-luciferase signal change, two-sided – cell-based, HEK293 D1, dopamine EC30, D1 allosteric modulator project, primary screen | dopamine EC30 potentiation; actives deviate in either direction | hit rate 5.9% among 58,000 | D(1A) dopamine receptor (Homo sapiens), P21728 | B-score at 10 µM | AID 641, 2007;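 active = luminescence count or its row- and column-corrected plate score outside the 99.7% band of the plate's sample wells, on either side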
M1 antag: antagonists of rat M1 muscarinic receptor. Muscarinic acetylcholine receptor M1 (Rattus norvegicus), P08482. CHO-M1 cells, Fluo-4 calcium, ACh EC80 antagonist mode; hits give low values. B-score at 10 µM. hit rate 3.4% among 64,000. AID 628, 2007;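 active = calcium fluorescence response, raw or row-and-column corrected B-score, differing from the plate sample mean either way at a set confidence level, mostly lower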
M1 ag: M1 muscarinic receptor agonists, primary screen, CHO-M1 cells, Fluo-4 calcium, agonist mode; Fluo-4 calcium fluorescence; hits give high values; B-score at 10 µM; hit rate 3% among 64,000;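 active = fluorescence rise, raw or as B-score row- and column-corrected plate score, outside the 99.7% band of its plate's samples, either direction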
HEK293 NFkB inh: inhibitors of PMA/ionomycin-induced NF-kB reporter, primary screen, antigen receptor NF-kB inhibitor project, cell-based, HEK-293 luciferase reporter, luminescence. HEK-293 NF-kB luciferase reporter. inhibition, % at 3 µM. hit rate 0.21% among 62,000. AID 465, 2006;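 active = inhibition above the mean of all tested compounds plus 3 SD, cut at about 40% in these data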;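 also: 0% = stimulated DMSO wells and 100% = 10 µM reference inhibitor 5653914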
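System – HEK-293 cells with stable firefly luciferase reporter driven by four HIV NF-kB elements · Doses – one dose, 3 µM · Schedule – 1 h compound pre-incubation, 16 h PMA/ionomycin at 37 °C · Technique – luminescence from luciferase substrate reagent · Measure – percent inhibition normalized per plate to DMSO and reference-inhibitor controls · Replicates – tested once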
Jurkat tox 60K: cytotoxicity toward Jurkat T cells, primary screen, cytotoxicity control, cell-based, Jurkat E6.1, 60K MLSMR library; Jurkat E6.1 viability, ATP luminescence, 48 h; inhibition, % at 4 µM; hit rate 1.2% among 56,000; AID 463, 2006;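 active = inhibition above the mean inhibition of all tested compounds plus 3 SD, cut at about 28% in these data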
NADH coupling: inhibitors of PK/LDH coupling enzymes, profiling panel, artefact control, biochemical, MLSMR library; coupled PK/LDH NADH assays, four targets; IC50, µM (titrated, usually from 10 µM), inactives show at the top dose inhibition; hit rate 0.02% among 65,000; AID 774, 2007;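 active = single-dose screening hits from any of four coupled enzyme assays that gave an IC50 when retested across doses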;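 also: the DPM-DC format reads NADH fluorescence rather than 340 nm absorbance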
Numbers without * were called inactive; / = not tested or not shown; [ ] = remark or other dose. Not a hit list; overall some 15% were active at least once.

The line under a structure holds: TNAP act DEA	tolC growth inh	SF-1 act	D1 allo mod	M1 antag	M1 ag	HEK293 NFkB inh	Jurkat tox 60K	NADH coupling
> O=C(Cc1c(C(=O)O)[nH]c2ccccc12)NCCN1CCN(c2cccc(Cl)c2)CC1
  0.9	4	2	0.021	0.9	-0.33	18	-8	6%
> O=C(COc1ccc(Cl)cc1Cl)NCc1ccncc1
  0.9	3	-23	0.024	0.3	-0.66	0	4	5%
> COC(=O)[C@H](CCSC)NC(=O)Nc1ccc(C)c(C)c1
  0.9	-6	9	-0.15	0.074	-0.29	11	2	1%
> COc1ccc(C2NCCO2)cc1OC (configuration not stated)
  0.9	-27	-1	0.92	0.32	0.48	22	-1	9%
> CC(=O)c1cccc(N(CC(=O)N2CCOCC2)S(C)(=O)=O)c1
  0.9	-22	-10	2.2	0	-0.8	16	-5	6%
> O=C(NCc1cccs1)C1CCN(S(=O)(=O)c2cccc3cccnc23)CC1
  1	-6	25	1.5	-0.53	-0.94	-4	-1	3%
> O=C(O)C1CCCCC1C(=O)NCCc1cccc(Cl)c1 (configuration not stated)
  1.1	1	-3	-0.015	0.014	-1.4	3	-2	5%
> CCOc1cc(N2CCOCC2)c(OCC)cc1NC(=O)Cc1ccc(OC)c(OC)c1
  0.9	-4	14	2.2	1.1	-0.31	14	13	10%
> CCCC(=O)Nc1ccc2c(c1)nc1n2CCOC1
  0.9	-24	-3	-0.76	0.13	-0.099	9	-2	2%
> COc1ccc(-c2cc3nc4n(c(=O)c3s2)CCC4)cc1
  0.9	9	-78	-5.9*	0.63	-1.2	24	6	4%[fluoresces]
> S=c1[nH]nc(-c2ccccc2)n1CC1CCCO1 (configuration not stated)
  0.9	0	-15	-0.19	-0.39	0.15	13	6	5%
> O=C(Oc1ccccc1)c1cccc(COC(=O)c2cnccn2)c1
  0.9	8	-18	0.33	0.86	0.16	0	2	2%
> Cc1onc(-c2ccccc2)c1C(=O)Nc1nnc(N(C)Cc2ccccc2)s1
  0.9	61*	8	0.3	-0.34	-1.8	7	9	2%
> CCCCN(C)CCNC(=O)Cn1c(=O)sc2ccccc21
  1	-4	-4	-2.5	-0.4	1.9	7	-4	3%
> CC(C)CC(=O)Nc1cccc(-c2nc3ccccc3o2)c1
  0.9	19	0	0.85	-0.046	-0.75	17	0	3%

Profiles, looked up by structure. Screens in order: TNAP act DEA	tolC growth inh	SF-1 act	D1 allo mod	M1 antag	M1 ag	HEK293 NFkB inh	Jurkat tox 60K	NADH coupling
Profile of S=c1[nH]nc(-c2ccccc2)n1CC1CCCO1 (configuration not stated) = 0.9	0	-15	-0.19	-0.39	0.15	13	6	5%
Profile of O=C(COc1ccc(Cl)cc1Cl)NCc1ccncc1 = 0.9	3	-23	0.024	0.3	-0.66	0	4	5%
Profile of COC(=O)[C@H](CCSC)NC(=O)Nc1ccc(C)c(C)c1 = 0.9	-6	9	-0.15	0.074	-0.29	11	2	1%
Profile of O=C(Oc1ccccc1)c1cccc(COC(=O)c2cnccn2)c1 = 0.9	8	-18	0.33	0.86	0.16	0	2	2%
Profile of COc1ccc(C2NCCO2)cc1OC (configuration not stated) = 0.9	-27	-1	0.92	0.32	0.48	22	-1	9%

(listing goes on)
The line under a structure holds: TNAP act DEA	tolC growth inh	SF-1 act	D1 allo mod	M1 antag	M1 ag	HEK293 NFkB inh	Jurkat tox 60K	NADH coupling
> CCCCn1c(SCC(=O)Nc2nnc(C)s2)nnc1-c1ccoc1C
  0.9	26	-13	-0.15	-0.4	3.2*	8	8	7%
> COc1ccc(OC)c(S(=O)(=O)NCCc2ccccc2)c1
  0.9	3	18	/	0.14	1.1	-3	-9	6%
> Cc1sc2ncnc(SC(C)C#N)c2c1C (configuration not stated)
  0.9	1	-9	4.9*	0.049	0.014	7	1	6%
> CC(=O)c1cccc(S(=O)(=O)NCC(c2ccco2)N2CCCCC2)c1 (configuration not stated)
  0.9	-14	-2	-0.48	-0.0048	0.17	9	-3	3%
> CN1C(=O)CC(N2CCN(CC(=O)N3CCCC3)CC2)C1=O (configuration not stated)
  1	-22	-10	-1	0.016	0.3	16	2	5%
> O=C(C1CCCCC1)N1CCN(S(=O)(=O)c2ccc(Cl)cc2)CC1
  1	3	6	-1	1.5	-0.65	-1	0	6%
> N#Cc1nc(N2CCCCC2)nc(N2CCOCC2)n1
  1	2	-3	7.5*	-1.4	-0.14	-1	42*	3%
> NC(=O)c1cccc2c3c([nH]c12)CCCC3
  0.9	1	-1	0.47	0.18	0.55	-3	-8	3%
> CC(=O)NS(=O)(=O)c1ccccc1
  0.9	-20	2	0.09	0.12	0.1	-6	-8	7%
> COc1cc(NS(C)(=O)=O)c(OC)cc1NC(=O)c1cccc(F)c1
  0.9	-8	4	-0.0069	1.7	-0.64	8	-6	8%
> CCCOC(=O)Cn1c(=O)c2cc3c(=O)n(CC(=O)OCCC)c(=O)c3cc2c1=O
  0.9	-2	-16	0.006	0.46	0.92	8	6	4%
> O=C(Nc1ccc(Br)cc1F)c1sccc1-n1cccc1
  0.8	-9	2	-0.31	0.0032	-0.37	8	/	13%
> O=C(Cn1nc(C(F)(F)F)c2c1CCCC2)Nc1ccc2c(c1)OCO2
  0.9	4	-16	-0.35	0.36	-0.015	5	7	5%
> Cc1ccccc1OCCCN1CCCC1
  0.9	-29	-20	-0.96	-0.14	-0.57	1	0	14%
> CC(NC(=O)C1CCCN(S(=O)(=O)c2cccs2)C1)c1ccccc1 (configuration not stated)
  0.9	-1	8	0.016	-0.097	0.19	13	-5	2%

Next part
The line under a structure holds: TNAP act DEA	tolC growth inh	SF-1 act	D1 allo mod	M1 antag	M1 ag	HEK293 NFkB inh	Jurkat tox 60K	NADH coupling
> COc1ccccc1NC(=O)Nc1ccnn1Cc1cccs1
  0.9	4	4	-0.45	0.42	-0.16	11	-1	5%
> CCCNC(=O)N1CCN(c2nc(C(C)C)c3c(c2C#N)CC(C)(C)OC3)CC1
  1	28	-6	4.5	-0.6	0.41	-48	10	9%
> Nc1c(N2CCCCC2)c(=O)[nH]c(=O)n1-c1ccccc1
  0.8	-9	-8	0.16	0.45	0.028	2	-4	1%
> CCOC(=O)N1CCN(CC(=O)Nc2cc(C)nn2-c2nc3ccccc3s2)CC1
  0.9	2	1	1.1	-2.4*	-0.066	11	/	3%
> CCOC(=O)c1[nH]c2cc3c(cc2c1NC(=O)CN1CCc2ccccc2C1)OCO3
  0.9	-1	3	/	0.24	-0.28	/	/	0%[fluoresces]
> CCCOc1cccc(C2/C(=C(/O)c3ccncc3)C(=O)C(=O)N2CCCN(C)C)c1 (configuration not stated)
  0.9	-19	-12	-0.0053	1.7	0.024	7	4	12%
> Cc1ccc(C)c(C(=O)CSc2n[nH]c(-c3ccncc3)n2)c1
  0.9	99*	-2	2.2	1.1	0.58	2	10	3%
> COCCN1CN(S(=O)(=O)c2ccccc2)c2nc3ccccc3nc21
  0.9	6	-14	6.6*	1.3	-1.1	-2	-6	3%
> Cc1ccc(C2C(C(=O)c3sc(-c4ccccc4)nc3C)=C(O)C(=O)N2CCN(C)C)o1 (configuration not stated)
  0.9	-30	-8	-0.89	-0.28	0.46	2	-1	5%
> Cn1c(SCc2ccc(C#N)cc2Cl)nc2ccccc21
  1.1	16	37	-0.044	0.028	0.04	-37	3	3%
> Cc1noc(C)c1C(=O)Nc1cccnc1
  1	-11	-11	0.01	0	1.7	8	5	4%
> CCn1cc(C(=O)NCCCN2CC(C)CC(C)C2)c(=O)c2cc(S(=O)(=O)N(C)C)ccc21 (configuration not stated)
  0.9	-18	-8	0.018	-0.47	-0.92	4	-5	3%
> COc1ccc2[nH]c3ccccc3c2c1
  0.7	-20	-12	0.72	0.022	2.2	5	-5	4%
> Cc1cccc(-n2nc3c(c2NC(=O)CCC2CCCCC2)CS(=O)C3)c1C (configuration not stated)
  0.9	22	-8	-1.2	-0.15	0.061	5	0	2%
> Cc1cc(NC(=O)CSc2c3c(nc4ccccc24)CCC3)no1
  0.9	-1	0	0.67	-0.17	0.088	15	3	1%

The list continues.
The line under a structure holds: TNAP act DEA	tolC growth inh	SF-1 act	D1 allo mod	M1 antag	M1 ag	HEK293 NFkB inh	Jurkat tox 60K	NADH coupling
> O=C(O)c1ccc(NS(=O)(=O)c2ccc(Cl)cc2)cc1
  1	-3	-9	-0.028	0.61	0.83	23	0	7%
> O=C(O)c1ccccc1C(=O)Nc1n[nH]c(=S)s1
  0.9	-14	1	0.15	-0.48	0.11	3	2	14%
> N#CC(c1nc2ccccc2nc1N1CCCC1)S(=O)(=O)c1cccs1 (configuration not stated)
  0.8	36	15	0.39	0.69	0.35	2	0	11%
> Cc1nc2cccc(C(=O)NC3CCCCC3)c2o1
  0.9	4	7	14*	-0.81	0.079	11	-7	2%
> CC(C)(C)SCCNC(=O)COc1ccc(Cl)cc1
  0.8	12	-5	2.1	-0.12	-0.13	1	-4	3%
> Cc1cc(SCC(=O)N2CCC(c3noc4ccc(F)cc34)CC2)nc2ccccc12
  0.9	35	15	3.7*	-0.69	-0.44	20	3	1%
> O=C(c1ccco1)N1CCC(c2nc(-c3ccc(F)cc3)no2)CC1
  0.9	22	-2	-1.4	-0.091	-0.42	16	/	2%

Screening data as filed in PubChem.
